From PubChem BioAssay
Growth percent in the NCI-60 one-dose screen (48 h, 10 µM unless noted): 100 = growth as untreated, 0 = no growth, -100 = all killed.
HOP-92: HOP-92 NSCLC cells. hit rate 6.3% among 71,000
K-562: K-562 leukemia; hit rate 7.4% among 78,000; AID 1794777
MOLT-4: MOLT-4 leukemia cells; hit rate 6.9% among 80,000
CCRF-CEM: CCRF-CEM leukemia | hit rate 7% among 77,000 | AID 1794778
MDA-MB-435: MDA-MB-435 melanoma | hit rate 7.8% among 82,000
HOP-62: HOP-62 NSCLC | hit rate 3.9% among 80,000 | AID 1794735
SR: SR leukemia cells; AID 1794780; hit rate 8.7% among 73,000
RPMI-8226: RPMI-8226 leukemia cells. AID 1794781. hit rate 7.5% among 77,000
Numbers without * were called inactive; . = no result given; & = joins results of further samples. Rule for the calls: active = growth percent below 10; inactive = the rest.

SMILES,K-562,SR,CCRF-CEM,MDA-MB-435,RPMI-8226,HOP-62,HOP-92,MOLT-4
S=C(S)OCN1CCOCC1,77.3,65.2,59.0,88.4,100.2,107.8,86.4,92.5
Cc1[nH]c(=O)[nH]c(=O)c1CCSSCCc1c(C)[nH]c(=O)[nH]c1=O,95.8,79.6,.,103.0,104.1,97.2,115.6,100.0
CCCCCC1=NCCN1CCO,96.1,100.6,104.6,107.4,96.4,102.4,87.8,98.9
NC(=O)c1ccc(-c2cccc3c(=O)nc(N4CCOCC4)oc23)cc1,110.4,92.0,98.6,106.9,104.2,95.1,.,102.8
CS(=O)(=O)c1ccc(-c2[nH]c3ccccc3c2/C=N/N=C(N)N)cc1,.,.,95.9,100.3,107.9,95.4,106.1,101.2
CCCCOC(=S)Nc1ccc(S(=O)(=O)Nc2ccc(Cl)nn2)cc1,94.6,90.9,96.1,102.4,105.3,103.5,87.2,97.4
COc1ccc(Cc2cnc(NC(=O)c3sc4ccccc4c3Cl)s2)cc1,7.0*,9.9*,21.0,-39.1*,28.3,26.3,79.8,14.8
O=C(OCC(COC(=O)c1ccccc1)(COC(=O)c1ccccc1)[N+](=O)[O-])c1ccccc1,112.0,.,95.8,104.4,100.8,98.0,90.5,100.3
O=C1Nc2ccc(F)cc2/C1=N/N=C/c1cccc(F)c1,76.6,67.8,78.1,95.0,89.1,94.5,96.5,78.3
CCCCCC(C)(O)C(C(=O)O)c1ccccc1 (stereo not given),121.2,101.8,105.1,106.6,101.3,101.0,94.1,111.6
Cn1cc(-c2nc(-c3cn(C)c4ncccc34)cs2)c2cc(F)ccc21,16.0,22.4,40.0,-15.1*,38.0,53.7,72.4,35.6
O=C(O)CC(C(=O)O)C(c1ccccc1)c1ccccc1 (stereo not given),96.0,87.4,89.0,109.9,92.7,.,88.9,94.8
CC1=CC(=O)C(c2ccc(O)cc2O)=CC1=O,86.1,92.0,110.5,105.7,86.7,88.5,.,87.0
O=C(O)c1cccnc1Br,109.5,89.4,120.8,102.3,111.8,96.2,115.4,103.4
Clc1cc(Cl)c(Cl)c(Cl)c1Cl,103.0,95.8,99.8,108.7,116.0,96.4,96.7,94.7
CC/C(=C(/c1ccc(O)cc1)c1ccc(OCCN2CCOCC2)cc1)c1ccc(Cl)cc1,85.8,85.3,92.8,101.3,76.6,92.1,75.5,77.2
CCCCN(CCCC)C(=O)C(C)OC(C)=O (stereo not given),108.7,88.6,98.7,114.9,103.2,106.6,86.3,99.5
N#Cc1c2ccccc2c2n1-c1ccccc1OC(c1ccccc1)C2=O (stereo not given),13.0,-7.4*,6.3*,24.1,18.1,32.6,.,56.4
O=C(c1ccc(F)c(Cl)c1)N1c2ccccc2Sc2ccccc21,21.5,34.0,58.4,8.1*,52.6,76.6,37.0,44.1
COc1ccc(-c2csc(NC(=O)CSc3nc(-c4ccccc4)c(C#N)c(=O)[nH]3)n2)cc1,101.0,.,94.2,90.4,89.3,103.0,86.2,92.4
C=C1C(=O)O[C@H]2[C@H]1CC/C(COC(=O)CCSCCC(=O)OC/C1=C/CC[C@@]3(C)O[C@H]3[C@H]3OC(=O)C(=C)[C@@H]3CC1)=C\CC[C@@]1(C)O[C@@H]21,2.9*,-15.8*,-24.8*,8.0*,-27.0*,86.9,-50.2*,-25.7*
COc1cc(/C=C/C(=O)NCCn2c(C)cc3ccccc32)cc(OC)c1OC,75.9,58.3,82.8,98.6,68.6,101.9,98.6,74.4
C=CCC(C#N)(NC(C)=O)C(=O)OCC (stereo not given),108.4,108.0,106.6,95.3,103.0,98.8,88.2,107.8
OCCc1ccc2ccccc2n1,110.0,114.6,113.6,111.3,102.6,114.7,81.4,109.4
O=C(NCCNc1nccc(-n2ccc3cccnc32)n1)c1ccc(C(F)(F)F)cc1,99.8,105.2,100.7,99.9,.,99.2,111.8,104.1
C=CCC(C(=O)OCCN(CC)CC)(c1ccccc1)c1ccccc1,83.9,110.9,91.4,102.5,96.3,71.2,79.3,79.8
Cn1cc(Nc2ncnc(-c3ccc(N4CCCC4)c(C#N)c3)n2)cn1,29.8,28.7,72.2,8.2*,83.9,90.3,97.6,65.5
COc1ccc2[nH]cc(/C=C(\C#N)C(=O)N3c4ccccc4Sc4ccc(SC)cc43)c2c1,56.8,101.6,51.3,80.4,.,70.6,109.3,60.1
CCOC(=O)c1cnc2ccc(OC)cc2c1Nc1cccc(NS(C)(=O)=O)c1,97.7,112.9,98.0,107.7,105.4,108.1,110.8,119.7
O=C(c1ccc2c(c1)OCO2)c1ccc[nH]1,107.4,102.3,99.7,100.4,97.6,104.9,85.0,98.0
O=S(=O)(O)c1ccc(N=Nc2ccc(O)cc2)cc1,122.0,110.5,97.1,98.3,105.0,93.5,104.3,176.4
CCN1CCN(CCNc2nccc(-c3c(-c4cccc(O)c4)nc4sccn34)n2)S1(=O)=O,62.7&69.6,36.2&59.4,62.1&67.4,11.0&20.0,102.1&69.3,92.2&120.2,32.2,81.7&89.7
CCOC(=O)c1sc(/N=C2\C(=O)Nc3ccc(OC)cc32)nc1C,98.4,77.2,109.2,104.2,118.0,93.0,118.6,103.0
Cc1ccc2nc(-c3ccc(N)cc3)sc2c1,78.3&97.2,119.1&72.7,42.0,90.4,122.4,89.8&96.5,.,52.8&52.9
CC(C)(C)c1ccc(C(=O)O)c(Br)c1,91.2,83.8,93.0,98.5,92.2,99.1,83.6,87.7
C[C@]12CCC(=O)C=C1CC[C@H]1[C@@H]3C[C@@H](O)[C@](O)(C(=O)CO)[C@@]3(C)C[C@H](O)[C@@]12F,109.8,96.3,97.1,99.7,67.1,101.2,80.3,84.1
COc1cc(CNC(=O)/C=C/C=C/c2ccc3c(c2)OCO3)ccc1OCc1cn(-c2cccc(C(F)(F)F)c2)nn1,95.7,104.0,99.0,98.9,97.2,109.5,94.7,104.2
CC(C)NC(=O)c1ccccc1,98.3,102.6,69.1,102.4,105.8,98.8,97.1,102.8
O=C(CCCCCCN1CC(=O)N2[C@@H](c3cccc(Br)c3)c3[nH]c4ccccc4c3C[C@H]2C1=O)NO,15.5,37.4,14.9,14.0,13.4,30.2,2.0*,12.4
COc1ccc2[nH]c(=O)c(CSc3cccc(N)c3)cc2c1,15.6,39.1,47.2,31.6,44.8,61.5,76.5,41.2
NC(=O)c1c(Nc2ccc(Cl)cc2)nn2c(-c3ccc(Br)cc3)c(-c3nc4ccccc4s3)c(N)nc12,99.1,74.4,96.9,103.6,97.4,.,100.2,104.1
Cc1ccc(C(Cl)(c2ccc(C)cc2)c2ccc(C)cc2)cc1,79.8,81.2,87.6,102.0,83.9,86.8,100.3,77.4
C/C(=C\CCc1ccoc1)CC/C=C(\C)CCCc1ccoc1,105.6,98.6,95.1,95.0,94.7,101.7,95.4,97.1
O=C(Nc1nccs1)C(=S)N1CCOCC1,98.7,109.6,100.8,103.9,100.5,100.0,98.5,103.7
C=C(C)[C@@H]1CC[C@]2(C(=O)NC3CCCCC3)CC[C@]3(C)[C@H](CC[C@@H]4[C@@]5(C)C/C(=C/c6cccnc6)C(=O)C(C)(C)[C@@H]5CC[C@]43C)[C@@H]12,68.8,82.0,.,88.7,56.2,94.4,67.3,72.9
COc1cc2c(cc1OC)C(=O)/C(=C/c1cc(-c3cc(OC)c(OC)c(OC)c3)n[nH]1)C2,73.8,75.0,.,100.1,54.2,101.9,85.7,.
O=C1c2ccccc2C(=O)N1Cc1ccccc1,102.9,87.3,101.1,105.4,103.9,95.3,101.4,93.8
CCOc1c(C#N)c(Nc2ccc(S(N)(=O)=O)cc2)c(C#N)c2nnc(C)n12,110.1,100.4,104.1,108.2,106.7,104.1,98.0,104.0
CCOC(=O)c1csc(CCNC(=O)c2ccccc2)n1,99.2,129.5,93.7,100.2,98.9,88.6,77.5,117.9
FC(F)(F)c1nc2ccccc2n1Cc1nnc(SCc2cn(-c3cccc(Cl)c3)nn2)o1,110.0,80.9,84.0,103.2,94.7,92.9,95.5,89.9

In the list so far, 4 have a COOH group:
SMILES,K-562,SR,CCRF-CEM,MDA-MB-435,RPMI-8226,HOP-62,HOP-92,MOLT-4
CCCCCC(C)(O)C(C(=O)O)c1ccccc1 (stereo not given),121.2,101.8,105.1,106.6,101.3,101.0,94.1,111.6
O=C(O)CC(C(=O)O)C(c1ccccc1)c1ccccc1 (stereo not given),96.0,87.4,89.0,109.9,92.7,.,88.9,94.8
O=C(O)c1cccnc1Br,109.5,89.4,120.8,102.3,111.8,96.2,115.4,103.4
CC(C)(C)c1ccc(C(=O)O)c(Br)c1,91.2,83.8,93.0,98.5,92.2,99.1,83.6,87.7

Looked up above:
O=C(c1ccc2c(c1)OCO2)c1ccc[nH]1 in SR = 102.3
COc1ccc2[nH]c(=O)c(CSc3cccc(N)c3)cc2c1 in CCRF-CEM = 47.2
O=C1c2ccccc2C(=O)N1Cc1ccccc1 in HOP-62 = 95.3

Further compounds:
SMILES,K-562,SR,CCRF-CEM,MDA-MB-435,RPMI-8226,HOP-62,HOP-92,MOLT-4
Clc1ccc(N=C/C=C/c2ccccc2)cc1,30.7,.,.,68.0,72.8,97.6,.,70.1
N#C/C(=C\c1ccc(-c2ccc(F)cc2)o1)C(=O)Nc1ncc(Cc2ccc(Cl)cc2Cl)s1,15.5,.,4.6*,-20.4*,25.3,-34.7*,36.7,30.8
O=C1CCC(Nc2ccnc(Cl)c2)N1 (stereo not given),91.1,98.6,86.6,101.9,92.9,88.4,87.4,84.1
CC(=S)N=Cc1c(N)[nH]n(-c2ccccc2)c1=O,101.4,98.8,102.7,105.9,105.6,99.7,99.2,101.3
COc1cc(-c2nc3ccccc3c(=O)[nH]2)ccc1OCC(=O)N=Nc1c(O)[nH]c2ccccc12,87.6,90.2,94.7,113.9,84.6,91.6,.,75.6
N#CCCC(C#N)(c1cccnc1)N1CCOCC1 (stereo not given),97.0,102.7,95.0,110.8,93.3,95.6,98.6,97.6
COc1ccc(C(=O)CBr)c2ccccc12,89.4,76.2,.,114.2,95.5,101.4,.,87.3
Cc1nn(-c2ccccc2)nc1C(=O)Nc1ccccc1C(=O)NCC1CC1,44.3&91.4,54.5,86.8,85.9&102.2,92.0&92.9,46.1&96.7,75.8,75.6&103.4
CCOC(=O)C1C(=O)C(=O)N(C(C)C)C1C(=O)OCC (stereo not given),108.3,108.5,110.0,103.7,105.9,.,83.0,122.1
O=C(CCCl)c1ccc(O)cc1,106.9,91.0,107.0,108.2,103.6,90.7,95.0,98.6
N#C/C(=C\c1ccc(-c2ccc(F)cc2)o1)C(=O)c1c[nH]c2ccccc12,98.9,94.4,101.9,101.2,104.3,88.1,93.4,104.9
Cc1ccc(CNc2ccc3nc(NC(=O)CN4CCCCCC4)sc3c2)cc1,46.8,86.4,67.4,91.5,62.1,88.2,67.2,64.1
COc1ccc(NC(=O)c2ccc(C(=O)Nc3ccc(OC)cc3OC)cc2)c(OC)c1,109.5,87.9,90.0,93.3,80.1,33.6,-19.3*,94.3

Looked up by compound from above:
SMILES,K-562,SR,CCRF-CEM,MDA-MB-435,RPMI-8226,HOP-62,HOP-92,MOLT-4
N#C/C(=C\c1ccc(-c2ccc(F)cc2)o1)C(=O)Nc1ncc(Cc2ccc(Cl)cc2Cl)s1,15.5,.,4.6*,-20.4*,25.3,-34.7*,36.7,30.8
CC(=S)N=Cc1c(N)[nH]n(-c2ccccc2)c1=O,101.4,98.8,102.7,105.9,105.6,99.7,99.2,101.3

Hits appear at their usual frequency (roughly 14% active in at least one column).
